Screening data as filed in PubChem.
OXTR potentiator – human OXTR potentiators, primary screen, fluorescence, CHO-OTR cells, Fluo-8 calcium | activation, % at 3 µM | 320,000 tested, 0.061% active | Fluo-8 calcium fluorescence, potentiator mode; 0% = oxytocin EC15, 100% = EC100;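 active = activation above that plate's cutoff, the mean activation of tested compounds plus 3 SD, cut at about 6.6% in these data, passing the limit was not always enough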;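 note: 100% uses oxytocin at 75 nM as the full agonist control; some results filed as inactive read as strong as hits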
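test system = CHO-OTR cells, human receptor | compound = single-point 3.0 µM | schedule = 6 min compound pre-incubation at room temperature, 100 s kinetic read | signal = Fluo-8 no-wash calcium dye fluorescence, excitation 470-495 nm, emission 515-575 nm | repeats = single well per compound, singlicate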
CHO-K1 Ca PAM – nonselective calcium activators in parental CHO-K1 cells, primary screen, counter-screen for M1 PAM project, cell-based, Fluo-8 calcium fluorescence, full deck, 1536-well; 360,000 tested, 0.02% active; activation, % at 3 µM; ATP EC20; 0% at ATP EC20, 100% at ATP max;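 active = activation above the run cutoff, the mean activation of all test compounds plus 3 SD, cut at about 40% in these data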;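 note: peak over basal fluorescence ratio in a 140 s read after ATP addition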
CHO parental Ca – ATP-evoked calcium signal inhibitors, parental CHO, primary screen, counter-screen for OX1R antagonist project, cell-based, fluorescence, Fluo-8 calcium dye | parental CHO-K1, ATP-induced calcium, Fluo-8 fluorescence | inhibition, % at 5.6 µM | 330,000 tested, 0.63% active;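 active = inhibition above that plate's mean sample inhibition plus 3 SD, cut at about 26% in these data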;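 note: 0% = ATP-challenged DMSO wells and 100% = DMSO wells without ATP; some compounds past the cut are filed as inactive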
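Measured by: calcium-sensitive Fluo-8 fluorescence / Test system: CHO parental line / Controls: ATP-challenged DMSO wells low, unchallenged DMSO wells high / Measure: % inhibition / Compound: single nominal dose of 5.6 µM per compound / Replicates: single well per compound, no replicates / Reagent: ATP as calcium-mobilizing challenge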
V1aR counter – agonists of human V1a receptor, primary screen, counter-screen for OXTR agonist project, fluorescence, CHO-V1R cells | Vasopressin V1a receptor (Homo sapiens), P37288 | Fluo-8 calcium fluorescence, agonist mode; 0% DMSO, 100% 3 nM vasopressin | activation, % at 3 µM | 320,000 tested, 0.25% active;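 active = activation above the mean activation of all tested compounds plus 3 SD, per screening run, cut at about 20% in these data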;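 note: signal is peak over basal fluorescence ratio across a 100 second FLIPR read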
Target sequence (P37288 whole entry, looked up): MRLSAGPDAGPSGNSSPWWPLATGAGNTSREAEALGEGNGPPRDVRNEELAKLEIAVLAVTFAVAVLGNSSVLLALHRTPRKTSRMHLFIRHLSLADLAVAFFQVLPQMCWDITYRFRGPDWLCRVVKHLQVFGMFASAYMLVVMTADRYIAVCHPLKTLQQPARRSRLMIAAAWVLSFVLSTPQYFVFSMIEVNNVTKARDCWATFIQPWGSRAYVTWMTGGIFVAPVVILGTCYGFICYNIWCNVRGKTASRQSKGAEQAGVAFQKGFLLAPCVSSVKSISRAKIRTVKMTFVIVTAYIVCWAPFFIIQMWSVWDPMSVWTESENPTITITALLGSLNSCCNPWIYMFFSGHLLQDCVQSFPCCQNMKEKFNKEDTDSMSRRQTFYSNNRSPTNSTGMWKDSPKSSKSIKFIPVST
OXTR agonist – human OXTR agonists, primary screen, fluorescence, CHO-OTR cells, Fluo-8 calcium. Oxytocin receptor (Homo sapiens), P30559. Fluo-8 calcium fluorescence; normalized: DMSO 0%, oxytocin 100%. activation, % at 3 µM. 320,000 tested, 0.32% active. AID 2435, 2010;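 active = activation above the mean of all tested compounds plus 3 SD, cutoff set per screening run, cut at about 20% in these data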;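 note: peak over basal fluorescence ratio from a 100 s FLIPR kinetic read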
GPR7 antagonist – GPR7 receptor antagonists, primary screen, cell-based, fluorescence, single concentration | inhibition, % at 4.4 µM | GPR7-expressing cells, fluorescence antagonist assay | 290,000 tested, 1.1% active | Neuropeptides B/W receptor type 1 (Homo sapiens), P48145 | AID 1861, 2009; in the data active = inhibition above about 16%, passing the limit was not always enough;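 note: cells stimulated with the agonist NPW; 0% = agonist with vehicle and 100% = vehicle without agonist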
CHO-K1 Ca ag – counter-screen for M1 agonists: effect in parental CHO-K1 cells; activation, % at 3 µM; 360,000 tested, 0.48% active; AID 602248, 2012; Fluo-8 calcium fluorescence; scaled to maximal ATP response, vehicle zero; in the data active = activation above about 15%;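 note: untransfected CHO-K1 host cells lacking M1 receptor as counterscreen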
CHO-K1 Ca antag – nonselective inhibitor or artifact in parental CHO-K1 cells | 360,000 tested, 0.6% active | AID 602250 | ATP-induced calcium, Fluo-8 fluorescence | inhibition, % at 3 µM;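 active = inhibition above a per-plate cutoff, the plate's mean sample inhibition plus 3 SD, cut at about 24% in these data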;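 note: 0% = DMSO plus EC80 ATP and 100% = DMSO alone without ATP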
TAAR1 antagonist – human TAAR1 antagonists, primary screen, Fluo-8 calcium fluorescence, CHO RD-HGA16 cells. antagonist. Trace amine-associated receptor 1 (Homo sapiens), Q96RJ0. 360,000 tested, 1.5% active. inhibition, % at 3 µM;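 active = inhibition above a per-plate cutoff, the mean inhibition of test compounds on that plate plus 3 SD, cut at about 49% in these data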;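 note: 0% = DMSO plus EC80 beta-PEA response and 100% = DMSO alone without agonist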
Target sequence (Q96RJ0 whole entry, looked up): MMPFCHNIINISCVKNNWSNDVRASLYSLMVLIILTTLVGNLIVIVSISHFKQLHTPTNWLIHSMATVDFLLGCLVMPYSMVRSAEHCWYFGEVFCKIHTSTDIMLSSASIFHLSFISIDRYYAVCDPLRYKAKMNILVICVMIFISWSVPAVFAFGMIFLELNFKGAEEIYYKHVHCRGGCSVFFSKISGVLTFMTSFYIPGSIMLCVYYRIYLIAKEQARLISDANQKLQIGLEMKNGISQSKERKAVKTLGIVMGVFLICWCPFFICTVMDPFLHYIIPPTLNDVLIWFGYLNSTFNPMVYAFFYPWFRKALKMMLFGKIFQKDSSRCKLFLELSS
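Test system: hTAAR1-expressing CHO RD-HGA16 cells, Gα16-coupled; Probe or stimulus: EC80 β-phenethylamine stimulus; Compound dosing: single nominal final test compound concentration of 3 µM; Timing: 140 s kinetic read after compound, 140 s after agonist; Signal: Fluo-8 calcium-sensitive fluorescence; Measure: % inhibition of agonist calcium response; Controls: DMSO and EC80 PEA controls.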
* hit, by the source's call; nt = no result given.

mol	CHO-K1 Ca ag	TAAR1 antagonist	CHO-K1 Ca PAM	CHO parental Ca	OXTR potentiator	V1aR counter	OXTR agonist	GPR7 antagonist	CHO-K1 Ca antag
CCCc1cc(=O)oc2cc(OCC(=O)N3CC[C@@]4(O)CCCC[C@H]4C3)ccc12	1.0	14	10	nt	nt	nt	nt	nt	-6
CCc1cc2c(=O)n(Cc3ccco3)c(SCC(=O)NC3CCS(=O)(=O)C3)nc2s1 (stereo not drawn)	0.5	-2	14	-20	-5	-0.4	0.3	-1	-18
Cc1ccc(CN2CCN(CC(=O)NC(C)c3ccc4c(c3)OCCO4)C2=O)cc1 (stereo not drawn)	5.8	5	22	-8	1	3.6	-0.7	9	-8
CCc1ccccc1NC(=O)CSc1nc(C)c(C)o1	1.3	-23	-4	nt	nt	nt	nt	-4	-1
O=C1CC(c2ccc(Cl)cc2)CC(=O)C1CS(=O)(=O)c1ccccc1 (stereo not drawn)	-0.2	-1	4	-10	-20	0.3	-0.9	1	4
CCn1c(SCC(=O)Nc2cc(OC)ccc2OC)nnc1C1CCCCC1	1.7	-12	16	-10	-8	-0.8	-1.1	3	-15
O=C(C1CCC1)N1CCc2cc(S(=O)(=O)N3CCc4ccccc4C3)ccc21	nt	nt	nt	-7	-6	0.6	-0.9	-3	nt
CC(=O)C(C)Sc1nnc(-c2ccccc2F)n1C1CC1 (stereo not drawn)	0.2	-19	4	-1	-8	0.1	-0.4	3	-9
COC(=O)Cc1c(C)nc2nc(NCc3ccc(Cl)cc3)[nH]n2c1=O	0.2	3	5	4	-11	-0.4	-0.1	-9	3
CCN([C@H](CO)C(C)C)S(=O)(=O)c1ccccc1Br	0.9	-23	17	-9	nt	nt	nt	nt	-6
Cc1nn(C(C)C(=O)NCCCc2ccccc2)c(=O)c2nn(-c3ccccc3)c(C)c12 (stereo not drawn)	2.3	-13	-4	-25	-8	3.0	2.4	-18	-27
O=S(=O)(c1c(Cl)sc(Cl)c1Br)N1CCCC1	0.0	29	17	-10	1	-1.4	-2.8	-26	-7
CCCCOC(=O)C(C)Oc1ccc(=O)n(-c2ccccc2)n1 (stereo not drawn)	2.5	5	4	-16	-6	0.3	-1.1	-7	5
CCCN1C(=O)COc2ccc(C(=O)c3ccccc3C(=O)O)cc21	0.1	23	2	0	-8	1.7	0.2	-9	-1
CCC1(c2ccccc2)C(=O)N=C(N)N(C#N)C1=O (stereo not drawn)	0.7	18	12	nt	nt	nt	nt	nt	-11
CC(C)[C@H](NC(=O)c1ccco1)C(=O)OCC(=O)c1ccc(Br)s1	-0.1	-27	14	-20	-6	0.1	-0.4	nt	-19
COc1ccccc1CNCC(O)(c1ccc(Cl)cc1)c1ccc(Cl)cc1	-0.1	-4	2	-30	0	3.5	5.6	28*	-5
CCOC(=O)C1(Cc2cccc(OC)c2)CCN(Cc2cnc(SC)nc2)CC1	1.0	0	-5	-14	-6	-0.2	0.1	-13	-11
Cc1ccc2c(c1)N(C(=O)CCC(=O)NCC(C)c1ccccc1)CC(C)O2 (stereo not drawn)	1.1	8	14	-3	-2	1.0	-1.5	5	-9
CCOC(=O)c1c(C)c(C(=O)NC(C)COC)c(C)n1C (stereo not drawn)	0.5	-6	12	6	-3	-1.3	-1.0	-5	-10
CCOC(=O)c1c(NC(=O)CNC2CCCCC2)sc(C)c1C	-0.5	-13	-17	-31	3	-1.5	-1.9	-7	6
O=C(Oc1ccc(F)cc1C(=O)/C=C/c1cccs1)c1cccc([N+](=O)[O-])c1	0.1	-6	13	1	-8	1.5	-0.6	5	-8
O=C(CCc1ccccc1Cl)Nc1ccc(S(=O)(=O)N2CCOCC2)cc1	1.5	1	-6	-12	-15	3.0	4.2	nt	4
CCOC(=O)c1ccccc1NC(=O)c1ccc(Cl)c(S(=O)(=O)N2CCOCC2)c1	0.3	7	12	-15	-1	0.1	-0.4	-16	0
O=C(NCC1COCCO1)c1ccc2nc(Cc3cccc(Cl)c3)oc2c1 (stereo not drawn)	1.9	-18	0	14	-11	3.0	1.4	-6	1

Structures shown so far that have nitrogen in an aromatic ring, in the order listed:
mol	CHO-K1 Ca ag	TAAR1 antagonist	CHO-K1 Ca PAM	CHO parental Ca	OXTR potentiator	V1aR counter	OXTR agonist	GPR7 antagonist	CHO-K1 Ca antag
CCc1cc2c(=O)n(Cc3ccco3)c(SCC(=O)NC3CCS(=O)(=O)C3)nc2s1 (stereo not drawn)	0.5	-2	14	-20	-5	-0.4	0.3	-1	-18
CCc1ccccc1NC(=O)CSc1nc(C)c(C)o1	1.3	-23	-4	nt	nt	nt	nt	-4	-1
CCn1c(SCC(=O)Nc2cc(OC)ccc2OC)nnc1C1CCCCC1	1.7	-12	16	-10	-8	-0.8	-1.1	3	-15
CC(=O)C(C)Sc1nnc(-c2ccccc2F)n1C1CC1 (stereo not drawn)	0.2	-19	4	-1	-8	0.1	-0.4	3	-9
COC(=O)Cc1c(C)nc2nc(NCc3ccc(Cl)cc3)[nH]n2c1=O	0.2	3	5	4	-11	-0.4	-0.1	-9	3
Cc1nn(C(C)C(=O)NCCCc2ccccc2)c(=O)c2nn(-c3ccccc3)c(C)c12 (stereo not drawn)	2.3	-13	-4	-25	-8	3.0	2.4	-18	-27
CCCCOC(=O)C(C)Oc1ccc(=O)n(-c2ccccc2)n1 (stereo not drawn)	2.5	5	4	-16	-6	0.3	-1.1	-7	5
CCOC(=O)C1(Cc2cccc(OC)c2)CCN(Cc2cnc(SC)nc2)CC1	1.0	0	-5	-14	-6	-0.2	0.1	-13	-11
CCOC(=O)c1c(C)c(C(=O)NC(C)COC)c(C)n1C (stereo not drawn)	0.5	-6	12	6	-3	-1.3	-1.0	-5	-10
O=C(NCC1COCCO1)c1ccc2nc(Cc3cccc(Cl)c3)oc2c1 (stereo not drawn)	1.9	-18	0	14	-11	3.0	1.4	-6	1

2 entries from above, reformatted.
CCOC(=O)C1(Cc2cccc(OC)c2)CCN(Cc2cnc(SC)nc2)CC1
  CHO-K1 Ca ag = 1.0
  TAAR1 antagonist = 0
  CHO-K1 Ca PAM = -5
  CHO parental Ca = -14
  OXTR potentiator = -6
  V1aR counter = -0.2
  OXTR agonist = 0.1
  GPR7 antagonist = -13
  CHO-K1 Ca antag = -11

CCOC(=O)c1c(C)c(C(=O)NC(C)COC)c(C)n1C (stereo not drawn)
  CHO-K1 Ca ag = 0.5
  TAAR1 antagonist = -6
  CHO-K1 Ca PAM = 12
  CHO parental Ca = 6
  OXTR potentiator = -3
  V1aR counter = -1.3
  OXTR agonist = -1.0
  GPR7 antagonist = -5
  CHO-K1 Ca antag = -10
